# RORg inh = ROR gamma (mouse) transcription inhibition. 5.4% of 310,000 active. Drosophila S2 Gal4-RORgamma UAS-luciferase reporter, 20 h. P51450. Potency, µM (highest dose often 53.6 µM), inactives show at the top dose activity change, negative = inhibition, usual class: inhibitors; also: potency is read from the fitted curve at half-maximal effect; % is scaled to controls: 0 for no effect and ±100 for the full control effect; nearly all actives have a fitted effect of over 60% in size
#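 In this cell-based reporter format, copper sulfate (700 uM final) drives Gal4–ROR gamma fusion expression from a metallothionein promoter in Drosophila Schneider cells; compounds preincubated 1 hr, reporter read after 20 hr at ambient temperature.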
# VP16 counter = Gal4-VP16 reporter inhibition counter-screen. 3.5% of 310,000 active. Drosophila S2 Gal4-VP16 UAS-luciferase, luminescence, 20 h. AID 2546. Potency, µM (series often up to 53.6 µM), for inactives: top-dose activity, negative = inhibition, usual class: inhibitors;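 also: Gal4-VP16 expression switched on by copper sulfate through the metallothionein promoter; potency is read from the fitted curve at half-maximal effect; % is scaled to controls: 0 for no effect and ±100 for the full control effect; nearly all actives have a fitted effect of over 50% in size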
# FLuc counter = counter-screen for miR-21 project: firefly luciferase inhibitors or activators | P08659 | purified FLuc, Km substrates, luminescence inhibition | Potency, µM (highest dose often 57.5 µM), without a hit: top-dose activity change, negative = inhibition, most hits filed as inhibitors | 6.9% of 360,000 active;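 also: potency is read from the fitted curve at half-maximal effect; plate controls were vehicle for no effect and reference inhibitor for full effect; nearly all actives have a fitted effect of over 55% in size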
#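 Purified P. pyralis luciferase, 10 nM final, with Km-level 10 uM D-luciferin and 10 uM ATP in 50 mM Tris acetate pH 7.5, 10 mM Mg acetate, 0.01% Tween-20, 0.05% BSA; 6-point qHTS titration about 60 µM downward; luminescence read.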
# BRCA1 expr act = activators of BRCA1 expression. MCF7-BRCA1-FFLuc reporter, luminescence, 48 h; response scale: scaled: vehicle 0%, 10 µM genistein 100%. Potency, µM (series often up to 46.1 µM), for inactives: at the highest dose activation, actives largely listed as activators. 1.1% of 380,000 active. AID 624202; also: potency is read from the fitted curve at half-maximal effect; nearly all actives have a fitted effect of over 80% in size; some results filed as inactive show a strong effect at the top dose
#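 Quantitative HTS in MCF7 cells stably reporting BRCA1 expression via firefly luciferase. Compound treatment lasts 48 h at 37 °C in phenol-red free MEM. Activation is expressed relative to genistein at 10 microM and DMSO.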
# NPC1 prom act = activators of NPC1 promoter; 2.4% of 320,000 active; Potency, µM (series often up to 9.22 µM), without a hit: top-dose activation, usual class: activators; Huh7 NPC1 promoter luciferase reporter, 24 h;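 also: potency is read from the fitted curve at half-maximal effect; % of control where 0% means no effect; nearly all actives have a fitted effect of over 60% in size; reporter is driven by a mutant NPC1 promoter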
#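 Huh7 cells stably carrying NPC1 promoter–luciferase, plated in Opti-MEM with 10% FBS for 2 h, were exposed to compound in DMSO for 24 h at 37 °C; luciferase reagent was added for 10 min and luminescence read.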
# PKM2 act = PKM2 (human) enzyme activation. P14618. purified PKM2, Kinase-Glo ATP luminescence, activation; response scale: 0% is enzyme alone, no compound. Potency, µM (highest dose often 57.5 µM), for inactives: at the top dose activation, usual class: activators. 0.34% of 260,000 active; also: potency is read from the fitted curve at half-maximal effect; % is scaled to controls: 0 for no effect and ±100 for the full control effect; nearly all actives have a fitted effect of over 55% in size
# Target sequence (P14618 whole entry, looked up): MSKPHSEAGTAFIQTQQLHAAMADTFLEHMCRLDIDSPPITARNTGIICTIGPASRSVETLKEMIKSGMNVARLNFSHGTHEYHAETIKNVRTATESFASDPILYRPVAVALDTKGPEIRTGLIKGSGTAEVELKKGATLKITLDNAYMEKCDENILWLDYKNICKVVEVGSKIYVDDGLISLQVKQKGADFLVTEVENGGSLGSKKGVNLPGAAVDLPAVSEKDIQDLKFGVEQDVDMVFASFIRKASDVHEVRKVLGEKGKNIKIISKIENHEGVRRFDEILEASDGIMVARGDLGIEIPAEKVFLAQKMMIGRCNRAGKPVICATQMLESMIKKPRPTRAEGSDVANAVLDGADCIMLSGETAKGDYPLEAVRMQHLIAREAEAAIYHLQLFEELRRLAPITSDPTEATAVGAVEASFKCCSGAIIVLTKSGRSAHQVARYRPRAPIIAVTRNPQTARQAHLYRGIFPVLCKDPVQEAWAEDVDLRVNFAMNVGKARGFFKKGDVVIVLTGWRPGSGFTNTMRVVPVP
#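 hPK-M2, >95% pure; 0.1 mM ADP / 0.5 mM PEP final; imidazole pH7.2 buffer w/ 7 mM MgCl2, 50 mM KCl; 1 h RT; Kinase-Glo lum. Intermediate enzyme activity for dual inhibitor/activator qHTS.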
# Rab9 prom act = activators of Rab9 promoter. Huh7 Rab9 promoter-luciferase reporter, luminescence, 24 h. Potency, µM (highest dose often 9.22 µM), for the others: top-dose activation, negative = inhibition, most hits filed as activators. 2.8% of 320,000 active. AID 485297; also: potency is read from the fitted curve at half-maximal effect; % of control where 0% means no effect; nearly all actives have a fitted effect of over 60% in size
#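 Huh7 cells stably carrying Rab9 promoter–luciferase reporter, plated 1500 cells/well, compound added after 2 h and incubated 24 h at 37 °C; luciferase luminescence then read after 10 min with detection reagent.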
# Menin-MLL TR inh = displaces Texas Red mutant MLL peptide from human menin | AID 1768 | 0.23% of 270,000 active | Potency, µM (titrated, usually from 61.6 µM), for inactives: at the highest dose FP activity change, negative = inhibition, usual class: inhibitors | Menin + Texas Red MLL mutant peptide, fluorescence polarization; active = well fitted inhibition curve with a large enough effect in the polarisation, with a control signal flat, not every such curve was filed as active; inconclusive = small, poorly fitted or top-dose-only effect, or effect the other way, or a change in a side signal; inactive = no such curve, though single readings can be large or run the other way; the % refers to the polarisation; also: potency is read from the fitted curve at half-maximal effect; % of control where 0% means no effect; many of its hits are not listed in these tables
# Target sequence (O00255 whole entry, looked up): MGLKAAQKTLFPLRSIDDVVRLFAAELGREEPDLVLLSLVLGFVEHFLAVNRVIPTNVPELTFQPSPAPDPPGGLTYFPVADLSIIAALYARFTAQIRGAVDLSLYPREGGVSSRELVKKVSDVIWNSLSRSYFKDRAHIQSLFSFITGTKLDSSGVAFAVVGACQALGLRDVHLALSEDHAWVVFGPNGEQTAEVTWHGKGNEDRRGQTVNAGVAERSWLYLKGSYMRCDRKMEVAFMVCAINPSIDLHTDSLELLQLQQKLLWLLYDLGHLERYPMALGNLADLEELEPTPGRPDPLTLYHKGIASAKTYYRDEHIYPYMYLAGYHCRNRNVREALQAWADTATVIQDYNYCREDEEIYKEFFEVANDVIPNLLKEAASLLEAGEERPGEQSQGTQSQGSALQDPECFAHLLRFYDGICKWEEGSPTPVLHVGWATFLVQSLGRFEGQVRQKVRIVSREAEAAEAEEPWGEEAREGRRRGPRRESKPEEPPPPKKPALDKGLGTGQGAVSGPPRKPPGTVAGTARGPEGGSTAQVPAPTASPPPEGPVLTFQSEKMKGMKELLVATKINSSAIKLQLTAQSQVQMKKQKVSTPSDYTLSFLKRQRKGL
# ELG1 genotoxic = induces genotoxicity in HEK293T cells with luciferase-tagged ELG1 | Potency, µM (titrated, usually from 46 µM), without a hit: top-dose activity change, positive = activation, actives largely listed as activators | 1.3% of 330,000 active | HEK293T ELG1-luciferase reporter, luminescence, 16 h; also: potency is read from the fitted curve at half-maximal effect; % of control where 0% means no effect; nearly all actives have a fitted effect of over 60% in size
#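 DMSO vehicle served as control against compound-treated ELG1-luciferase HEK293T cells; exposure lasted 16 hr at 37 °C and 5% CO2, followed by ONE-Glo luminescence detection after 30 min.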
# p53 reactivation = mutant p53 re-activation in reporter cells. H1299 p53-A138V BP100-luciferase reporter, luminescence, 24 h. Potency, µM (doses to about 92.2 µM), without a hit: top-dose activity change, positive = activation, hits mostly activators. 0.063% of 320,000 active; also: potency is read from the fitted curve at half-maximal effect; % of control where 0% means no effect; nearly all actives have a fitted effect of over 45% in size
#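 p53-null H1299 cells stably carrying temperature-sensitive p53-A138V and a BP100-luciferase reporter were pinned with compounds (4-point, 1:5 series) and held 24 hrs at 37 deg C. Luminescence was read 10 min after detection reagent.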
# Giardia kill = Giardia lamblia killing | Giardia lamblia trophozoite viability | activity change, % at 7.66 µM, hits read low | 0.15% of 340,000 active; in the data active = activity change below about -80%; inconclusive = between about -30% and that limit;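 also: parasites exposed to compound for two days anaerobically before the ATP read; % is scaled to controls: 0 for no effect and ±100 for the full control effect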
#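 Trophozoite viability was measured as ATP-dependent luminescence, read 15-30 min after reagent addition. Before that, parasites at 100 cells/well were exposed to compounds for 48 h, anaerobically, at 37 deg C.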
# The depositor's hits bear a star; ? = inconclusive; · = no result given; & = joins results of further samples; [ ] = dose if it differs, or a comment. Unless noted, calls follow the shape of the dose curve; as a rule, active = well fitted curve in the direction sought with a large enough effect; inconclusive = small, poorly fitted or top-dose-only effect, or another doubt; inactive = no such curve, though single readings can be large; an effect the other way counts as inactive or inconclusive.
SMILES,RORg inh,VP16 counter,FLuc counter,BRCA1 expr act,NPC1 prom act,PKM2 act,Rab9 prom act,Menin-MLL TR inh,ELG1 genotoxic,p53 reactivation,Giardia kill
Cc1cc(C)cc(NS(=O)(=O)c2ccc3c(c2)c(=O)n(C)c(=O)n3C)c1,17%,4%,0%,-76%,-4%,?,-16%,·,-17%,-10%,7
COCCN1C(=NCCCOC(C)C)N[C@@H](c2ccccc2)C(C(=O)OC)=C1C,-26%&-11%,-9%&-7%,-1%&0%,-17%,2%&-2%,-11%&10%,-11%&1%,11%&1%,-4%,19%,-5
O=C(Nc1nc(-c2ccccn2)cs1)c1ccc2c(c1)OCCO2,3.2µM*,10µM*,1.1µM*,5%,2.8µM*,4%,1.8µM*,8%,?,7%,-28
Cc1ccccc1N/C(=C(/C(Cl)=C(Cl)Cl)[N+](=O)[O-])n1nnc2ccccc21,-8%,11%,1%,-28%,·,3%,·,5%,·,·,?
O=C(CCNC(=O)Cn1cnc2ccccc2c1=O)NCC1CCCO1 (stereo not drawn),-17%,-24%,-2%,-8%,-6%,·,13%,7%,0%,2%,25
O=C(COc1ccccc1)NC(=S)N1CCc2ccccc21,1.3µM*,2.5µM*,?,41%,12%,-5%,17%,11%,3%,20%,10
CC(C)CN1C(=O)C(=O)N(CC(=O)c2ccc[nH]2)C1=O,·,·,0%,34%,12%,·,9%,·,2%,1%,-6
COc1ccc(N=Nc2c(C)n[nH]c2C)cc1,-17%,24%,?,36%,11%,0%,16%,19%,?,0%,11
CCOC(=O)c1nc(NNC(C)=O)sc1C,3%,4%,-1%,-3%,0%,-11%,-1%,1%,2%,2%,7
Cc1nc(-c2c(C(F)(F)F)noc2-c2ccc(O)cc2O)cs1,80%,-26%,1%,-61%,-4%,2%,-17%,13%,-8%,-12%,2
O=C(NNC(=O)c1ccccc1OCc1ccccc1Cl)c1csc(N2CCOCC2)n1,13µM*,?,?,-30%,0%,0%,2%,·,?,-3%,22
CCOC(=O)c1c(C=O)c(C)n(Cc2ccc(Cl)cc2)c1C,-13%,4%,0%,-28%,-1%,-1%,-1%,·,-6%,-2%,17
Cc1ccc(OCCN2CCCCCC2)c(C)c1,-1%,3%,7%,0%,-3%,0%,4%,7%,4%,-3%,-1
NC(=O)C1CCN(CC(=O)N2c3ccccc3CCc3ccccc32)CC1,-8%,-1%,-1%,10%,-3%,-6%,-5%,8%,0%,3%,-9
CCOc1ccc(C(=O)Nc2cccc3ncccc23)cc1Cl,5%[1.91 µM],5%,-11%,1%,-7%,4%,-1%,14%,0%,4%,9
Cc1ccc(S(=O)(=O)NCC23C=CC(O2)C2C(=O)N(c4ccccc4)C(=O)C23)cc1 (stereo not drawn),8.9µM*,?,5%,-3%,1%,12%,1%,·,-1%,-9%,-15
CCC(=O)Nc1ccc(N2CCCCC2)cc1,?,5%,?,102%,23%,-3%,28%,1%,25%,11%,11
Cc1ccc(CNC(=O)Cc2csc(Nc3nc(=S)[nH]c4ccccc34)n2)cc1,1.4µM*,7.1µM*,-10%,·,-4%,0%,0%,-13%,-4%,8%,·
Oc1ccc(Br)cc1-c1ccn[nH]1,2.8µM*,6.3µM*,-18%,24%,1%,-2%,12%,7%,-1%,13%,-24
COC(=O)CC/C(=N/Nc1ccc(Cl)c(Cl)c1)C(=O)OC,24%,-5%,?,39%,2%,1%,14%,11%,3%,0%,-3
CCOC(=O)C(=O)C1=C(N2CCOCC2)/C(=C\c2ccc(F)cc2)CC1,28%,-27%,?,37%,0%,5%,-5%,-16%,6%,16%,28
COC(=O)c1cc(C#N)c(=O)[nH]c1C,-2%,-4%,-8%,4%,-5%,-3%,2%,-3%,5%,-2%,-8
Cc1c(-c2cccc(Cl)c2)nc2ccccc2c1C(=O)OCC(=O)N(C)C1CCS(=O)(=O)C1 (stereo not drawn),0%,-4%,-12%,-1%,-4%,0%,0%,2%,-7%,-5%,?
CC(=O)c1cccc(NC(=O)c2ccc3c(=O)n4c(nc3c2)CCCCC4)c1,2.5µM*,5µM*,15µM*,0%,14%,-1%,23%,-2%,-6%,3%,-1
COCCNC(=O)c1onc(CSc2cccc(Cl)c2)c1C(=O)O,21%,-2%,?,-19%,-2%,-8%,3%,14%,6%,-4%,9
CCCCOc1ccc(C(=O)Nc2cccc(-n3cnnn3)c2)cc1OC,19%,2%,-1%,0%,-1%,·,-1%,1%,-2%,-4%,-21
CCOC(=O)c1ccc(NC(=O)Nc2cccc(C)n2)cc1,-16%,1%,1%,-3%,10%,14%,5%,4%,?,1%,2
Cc1c(Cc2ccccc2)c(=O)oc2cc(OCc3nn[nH]n3)ccc12,31%,4%,-17%,-4%,1%,-2%,6%,2%,0%,-9%,-9
Cc1cc(NC(=O)CSc2nc(-c3ccco3)cc(C(F)(F)F)n2)no1,-4%,-26%,-1%,-39%,-18%,-13%,-21%,10%,13%,-1%,-22
COC(=O)c1[nH]c2cc(C)ccc2c1NC(=O)CN1CCN(C(=O)c2ccco2)CC1,4%,11%,2%,-66%,2%,15%,5%,-22%,-6%,-4%,-3
O=C(NCc1ccco1)/C(=C\c1ccco1)NC(=O)c1ccc(Br)o1,-3%,7%,-1%,-4%,0%,0%,2%,-10%,0%,16%,-1
CCC(=O)Nc1ccc(NC(=S)NC(=O)/C=C/c2ccccc2)cc1,13µM*,?,-2%,-12%,-8%,5%,-12%,34%[activator],0%,-3%,-3
Cc1cccc(OCc2nnc(NC(=O)c3cccs3)s2)c1,-39%,4%,5%,10%,-2%,3%,-1%,-22%,3%,-1%,11
Cc1cc(NC(=O)c2nn3cccnc3c2Cl)no1,?,?,11µM*,-29%,1.8µM*,-14%,1.4µM*,14%,?,20%,-2
Cc1ccc(OC(=O)CN2C(=O)c3ccccc3C2=O)cc1C,-4%,-11%,-16%,-27%,3%,·,-3%,0%,0%,7%,0
C=C(C)CC1N(c2cccc(OC)c2)C(=O)[C@@H]2C(C(=O)O)[C@H]3C=C[C@@]12O3 (stereo partly drawn),1%,-8%,4%,0%,0%,-7%,-5%,-3%,-1%,2%,-10
COc1ccc(S(=O)(=O)N2CCN(CC(=O)NCCc3cccs3)CC2)cc1,·,·,-1%,-3%,0%,·,2%,·,1%,-4%,2
COc1ccc(NC(=S)N(CCCN2CCCC2)Cc2cccn2Cc2ccc(Cl)cc2)cc1Cl,?,-4%,1%,-83%,-4%,-2%,-6%,-9%,-15%,5%,22
COc1ccc(NC(=O)COC(=O)C2CCC(C(C)(C)C)CC2)c([N+](=O)[O-])c1 (stereo not drawn),2%,-11%,3%,4%,1%,1%,4%,-24%,3%,1%,4
Cc1nc2ccccc2c2oc(C(=O)NCc3ccccn3)cc12,-20%,-4%,2%,-42%,-1%,3%,-4%,?,-22%,-20%,-9
N#CCCN(Cc1cccs1)C(=O)Nc1ccc(F)cc1,18%,0%,4%,7%,2%,0%,-5%,·,-1%,-1%,0
Cc1ccc(NC(=O)CCNS(=O)(=O)c2cccc3nsnc23)cc1F,16%,-9%,6%,-5%,1%,-8%,-1%,18%,-1%,4%,0
O=C(/C=C/c1ccc2c(c1)OCO2)NCc1cn2cc(Cl)ccc2n1,-16%,2%,-17%,-1%,-6%,-1%,-2%,-10%,1%,-3%,0
COC(=O)N1CCN(c2ccc(Cl)c(Cl)c2)CC1,-13%,?,5%,7%,2%,-3%,-6%,-11%,14%,-24%,-12
CCOc1ccc(Cl)cc1/C=N/NC(N)=O,-22%,4%,-1%,-7%,2%,-5%,-3%,-18%,1%,-8%,-10

# Single entries from the list:
# In VP16 counter, O=C(CCNC(=O)Cn1cnc2ccccc2c1=O)NCC1CCCO1 (stereo not drawn) is entered as -24%
# In RORg inh, NC(=O)C1CCN(CC(=O)N2c3ccccc3CCc3ccccc32)CC1 is entered as -8%

# Going on with the list.
SMILES,RORg inh,VP16 counter,FLuc counter,BRCA1 expr act,NPC1 prom act,PKM2 act,Rab9 prom act,Menin-MLL TR inh,ELG1 genotoxic,p53 reactivation,Giardia kill
CC(C)N1CCC(NC(=O)Nc2ccc3c(c2)OCO3)CC1,13%,-7%,?,86%,9%,-11%,11%,-4%,4%,7%,9
COc1ccc(NC(=O)NNC(=O)c2ccc3ccccc3c2O)cc1OC,-12%,-4%,-4%,3%,1%,-1%,·,·,14%,-18%,-1
O=S(=O)(Nc1ccccc1O)c1ccc(Cl)nc1,-18%,-13%,2%,0%,-1%,4%,-1%,·,2%,9%,24
COc1cc(/C=N/NC(=O)CCN2CCCCC2)ccc1O,-18%,1%[10 µM],-4%,-1%,-5%,3%,19%,-17%,-2%,-2%,11

# High-throughput results (PubChem BioAssay)

# These rows are one share of the data (hit frequency here may not be typical).
